Compound activity from PubChem BioAssay.
HDAC3 inhib = HDAC3 deacetylase inhibitors, primary screen, biochemical, fluorescence, cell-free homogeneous | Histone deacetylase 3 (Homo sapiens), O15379 | inhibition, % at 8.3 µM | 0.15% of 320,000 active | recombinant HDAC3, fluorogenic peptide/trypsin coupled | AID 2718, 2010; in the data active = inhibition above about 26%, passing the limit was not always enough; inconclusive = no clear call, values can overlap the other calls
RGS4 block = RGS4 inhibitors, primary screen, cell-based, HEK293 M3R inducible RGS4, calcium flux. Regulator of G-protein signaling 4 (Homo sapiens), P49798. Fluo-4 calcium flux; active compounds read high; triggered by carbachol at its EC20. B-score at 10 µM. 0.45% of 310,000 active. AID 463165, 2010;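 active = B-score, a plate-corrected calcium signal, over three deviations above library mean, with baseline fluorescence within five deviations of library mean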;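 note: RGS4 expression induced by doxycycline in cells with stable M3 receptor; B-score is computed from the integrated fluorescence ratio over baseline after carbachol; higher B-score means a larger calcium signal and so more RGS4 inhibition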
MrgX1 allo act = positive allosteric modulators of MrgX1, primary screen, HEK293 cells, Fluo-4 calcium flux | Mas-related G-protein coupled receptor member X1 (Homo sapiens), Q96LB2 | FDSS; active compounds read high | B-score at 10 µM | 0.63% of 310,000 active;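 active = plate-corrected calcium response at least 3 library SD above typical, normal starting fluorescence, not activating the receptor alone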;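 note: compound read alongside a low EC10 to EC30 dose of BAM8-22 agonist; peak minus trough fluorescence over baseline measured at the second addition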
SKKanGAS inh = S. pyogenes SKKanGAS growth inhibitors in kanamycin, primary screen, streptokinase expression inhibitor project, SKKanGAS strain, BacTiter-Glo luminescence. 6 h. inhibition, % at 7.5 µM. 1.3% of 300,000 active. AID 1662, 2009;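 active = mean replicate score, as percent of positive control median, at least 50; inconclusive = mean below 50 but one replicate at or above 50; inactive = mean and every replicate below 50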;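 note: strain carries kanamycin resistance gene driven by streptokinase promoter and grows in 40 µg/ml kanamycin; loss of luminescence reflects streptokinase promoter inhibition or plain growth inhibition; 0% = median of DMSO wells and 100% = positive control at its reference dose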
TMEM16A inh = TMEM16A chloride channel inhibitors, primary screen, cell-based, HTS; HEK293 TMEM16A/YFP iodide influx fluorescence, ionomycin; normalized B-score (activity score, 25-100; higher = stronger inhibition) at 10 µM; 1.2% of 310,000 active; AID 588511, 2011;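 active = ratio plate-corrected score three or more library SD toward inhibition, starting fluorescence score within five deviations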;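 note: score derived from kinetic fluorescence span divided by baseline fluorescence per well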
Target sequence (Q8BHY3 whole entry, looked up): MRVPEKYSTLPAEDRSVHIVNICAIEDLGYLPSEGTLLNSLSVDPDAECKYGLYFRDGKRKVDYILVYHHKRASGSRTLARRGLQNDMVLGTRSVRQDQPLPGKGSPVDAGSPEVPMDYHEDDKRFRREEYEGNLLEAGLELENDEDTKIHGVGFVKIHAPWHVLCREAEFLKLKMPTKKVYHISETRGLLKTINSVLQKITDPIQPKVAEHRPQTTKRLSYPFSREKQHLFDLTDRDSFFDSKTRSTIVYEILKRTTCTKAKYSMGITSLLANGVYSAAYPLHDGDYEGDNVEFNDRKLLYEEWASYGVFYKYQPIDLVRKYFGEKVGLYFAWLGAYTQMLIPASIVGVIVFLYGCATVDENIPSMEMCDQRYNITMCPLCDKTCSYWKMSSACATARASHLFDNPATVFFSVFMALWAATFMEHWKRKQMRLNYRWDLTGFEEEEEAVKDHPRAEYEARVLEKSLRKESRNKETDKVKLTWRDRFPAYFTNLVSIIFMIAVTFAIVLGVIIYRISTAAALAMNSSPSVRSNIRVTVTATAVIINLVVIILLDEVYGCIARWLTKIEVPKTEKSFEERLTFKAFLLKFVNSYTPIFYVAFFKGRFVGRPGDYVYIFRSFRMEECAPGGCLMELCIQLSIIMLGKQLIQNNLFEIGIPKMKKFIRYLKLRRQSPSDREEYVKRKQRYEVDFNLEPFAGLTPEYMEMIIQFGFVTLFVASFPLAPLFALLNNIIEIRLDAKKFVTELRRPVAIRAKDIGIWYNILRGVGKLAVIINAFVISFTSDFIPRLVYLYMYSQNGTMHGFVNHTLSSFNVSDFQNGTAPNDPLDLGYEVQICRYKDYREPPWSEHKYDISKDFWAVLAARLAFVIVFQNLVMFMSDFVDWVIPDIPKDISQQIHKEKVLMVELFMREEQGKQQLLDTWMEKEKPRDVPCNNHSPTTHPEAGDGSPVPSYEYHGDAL
TRPC6 act = mouse TRPC6 channel activators, primary screen, cell-based, HEK293, membrane potential dye | Short transient receptor potential channel 6 (Mus musculus), Q61143 | HEK293-TRPC6 membrane potential dye fluorescence; active compounds read high | B-score at 10 µM | 0.13% of 310,000 active;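 active = B-score of the integrated fluorescence ratio above library mean plus 3 SD, and starting fluorescence ratio within library mean plus 5 SD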;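 note: higher score means more depolarization so channel activation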
RGS4 pot = RGS4 potentiators or activators, primary screen, cell-based, HEK293 M3R inducible RGS4, calcium flux; carbachol calcium flux Fluo4; active compounds read low; 0.92% of 310,000 active; B-score at 10 µM;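 active = B-score of the integrated calcium signal more than 4 SD below the library mean, with starting fluorescence not abnormally high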;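 note: negative B-score means reduced calcium response which marks RGS4 activation or potentiation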
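Test system: HEK293 cells with stable M3R and inducible RGS4; also added: carbachol at ECmax as muscarinic agonist stimulus; schedule: dye loading 30 min 37 °C, buffer rest 30 min RT; technique: kinetic calcium fluorescence imaging with Fluo4-AM dye, 2 µM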
ANO1 activ = TMEM16A chloride channel activators or potentiators, primary screen, cell-based, HTS; Anoctamin-1 (Mus musculus), Q8BHY3; HEK293 TMEM16A/YFP-H148Q/I152L, iodide quench fluorescence; active compounds read low; B-score at 10 µM; 0.3% of 340,000 active; AID 623877, 2012;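 active = fluorescence-ratio B-score plate-corrected deviation score at least 3 library SD below zero, with starting fluorescence score within 5 deviations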;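 note: channel opened by trigger with iodide after compound preincubation; score built on the fluorescence ratio of max minus min over baseline; more negative score means more quench and so TMEM16A activation or potentiation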
MrgX1 antagonist = antagonists of human MrgX1 receptor, primary screen, HEK293 cells, Fluo-4 calcium flux. AID 588676, 2011. 1.3% of 310,000 active. B-score at 10 µM. Mas-related G-protein coupled receptor member X1 (Homo sapiens), Q96LB2. BAM8-22 antagonism; active compounds read low;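 active = calcium-response B-score plate-corrected more than 3 library SD below zero, starting fluorescence within 5 deviations, no agonist response on first addition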;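 note: peak minus trough fluorescence over baseline after final BAM8-22 challenge near maximal dose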
MrgX1 agonist = agonists of human MrgX1 receptor, primary screen, HEK293 cells, Fluo-4 calcium flux. AID 588627, 2011. Fluo-4 calcium fluorescence, agonist mode; active compounds read high. B-score at 10 µM. 0.44% of 310,000 active;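 active = calcium response B-score plate-corrected fluorescence ratio at least 3 library SD, with starting fluorescence B-score inside 5 SD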
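Test system: Stable human MrgX1 HEK293 cell line | Schedule: Overnight plating before 1 h dye loading | Read-out basis: Baseline-normalised fluorescence change ratio, B-scored | Detection: Kinetic calcium dye fluorescence, Fluo-4 NW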
TRPC6 inhibitor = mouse TRPC6 channel inhibitors, primary screen, cell-based, HEK293, membrane potential dye | AID 2553, 2010 | ACh-evoked depolarization; active compounds read low | 1.1% of 310,000 active | B-score at 10 µM | Short transient receptor potential channel 6 (Mus musculus), Q61143;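 active = B-score under library mean minus 3 SD, initial fluorescence not abnormally high, positive integrated signal ratio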;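 note: B-score derived from integrated fluorescence ratio over the kinetic read; more negative B-score means stronger inhibition of depolarization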
Active calls of the source: *; i = inactive; ? = inconclusive; · = no result given.

Under each structure – HDAC3 inhib, RGS4 block, MrgX1 allo act, SKKanGAS inh, TMEM16A inh, TRPC6 act, RGS4 pot, ANO1 activ, MrgX1 antagonist, MrgX1 agonist, TRPC6 inhibitor
- CC1=CC(C)(C)N(C(=O)CN2C(=O)CCC2=O)c2ccccc21
  -0.2, i, i, -4.1, i, i, i, i, i, i, i
- O=C(O)c1cccc(N2C(=O)C3C4C=CC(C4=C(c4ccccc4)c4ccccc4)C3C2=O)c1 (stereo unspecified)
  7.9, i, i, 23.1, i, i, i, i, i, i, i
- O=C1CSC(=S)N1N1C(=O)c2cccc([N+](=O)[O-])c2C1=O
  1.1, i, i, -2.3, i, i, i, ·, i, i, i
- CCN=c1sc(C(=O)OC)cc(=O)n1CC
  -3.9, i, i, -1.1, i, i, i, i, i, i, i
- COc1ccccc1N(CN1C(=O)c2ccccc2C1=O)C(=O)c1cccc(C)c1
  3.3, i, i, 14.2, i, i, i, i, i, i, i
- CCC(=S)/C=C1\Sc2ccc3ccccc3c2N1CCCS(=O)(=O)O
  0.2, i, i, -0.5, i, i, i, ·, i, i, i
- CC(C)Cc1nnc(NC(=O)c2ccc3c(=O)n4c(nc3c2)CCC4)s1
  6.3, i, i, 23.1, i, i, i, i, i, i, -7.72*
- O=C(CCN1CCCCCC1)Nc1ccc2c(c1)OCCO2
  2.5, i, i, ·, i, i, i, i, i, i, i
- COc1ccc(/C=C2\CCCC3C2=NN(C(=O)c2ccco2)C3c2ccc(OC)c(OC)c2)cc1OC (stereo unspecified)
  -4.3, i, i, 25.3, i, i, i, i, i, i, i
- C#CCNC(=O)C1=C[C@H](c2ccccc2)C[C@H](OCCCCO)O1
  9.5, i, i, 6.1, i, i, i, i, i, i, i
- CCC(Sc1nnnn1-c1ccccc1)C(=O)NC(C)c1ccccc1 (stereo unspecified)
  -2.0, i, i, -5.8, i, i, i, i, i, i, i
- [O-][n+]1ccc(C2CC2)cc1
  -5.0, i, i, -0.2, i, i, i, ·, i, i, i
- COc1ccc(CN2CCOCCOCCN(Cc3ccc(OC)cc3)CCOCCOCC2)cc1
  5.6, i, i, -0.5, i, i, i, i, i, i, i
- CCN(CC)S(=O)(=O)c1cccc(C(=O)N[C@H](C(=O)O)C(C)C)c1
  -3.2, i, i, 3.1, i, i, i, i, i, i, i
- COc1ccc(Nc2nc(C(=O)N(CCO)Cc3ccccc3)cs2)cc1
  3.1, i, i, 8.9, i, i, i, i, i, i, i
- CN(C)C(CNC(=O)CCc1c[nH]c2ccccc12)c1ccccc1 (stereo unspecified)
  2.5, i, i, -5.2, i, i, i, i, i, i, i
- CCCn1c(N)[n+](CC(=O)c2ccco2)c2ccccc21
  ?, i, i, -3.9, i, i, i, i, i, i, i
- O=C(Nc1nccs1)C(Br)C(Br)c1ccccc1 (stereo unspecified)
  -5.4, i, i, 7.3, i, i, i, i, i, i, i
- COC(=O)CCC(=O)OC1(C)C(=O)C2=CN(c3ccccc3)C(c3ccc(OC)cc3)=CC2=C(Br)C1=O (stereo unspecified)
  5.9, i, i, 8.5, i, i, i, i, i, i, i
- O=C(Nc1cccc(C(F)(F)F)c1)C(SCCO)c1ccccc1 (stereo unspecified)
  6.5, i, i, 7.0, i, i, i, i, i, i, i
- COc1cccc(-c2nnn(CC(=O)Nc3ccc(C)cc3C)n2)c1OC
  7.0, i, i, -4.4, 25*, i, i, i, i, i, i
- Cc1cccn2c(=O)c3cc(C(=O)NC4CCCCC4C)n(C)c3nc12 (stereo unspecified)
  -2.3, i, i, 7.3, i, i, i, i, i, i, i
- O=C1NC(Cc2ccccc2)C(=O)Nc2ccc(Br)cc21 (stereo unspecified)
  2.1, i, 9.12*, 4.2, i, i, i, i, i, i, i
- CCOC(=O)C1CCN(C(=S)Nc2cc(OC)c(OC)cc2C(=O)OC)CC1
  ·, i, i, 0.7, i, i, i, i, i, i, i
- COC(=O)c1c(-c2ccccc2)csc1NC1=NS(=O)(=O)c2ccccc21
  -9.5, i, i, 18.8, i, i, i, i, i, i, i
- Cc1ccc(CN2CCN(C3CCCC3)C(CCO)C2)s1 (stereo unspecified)
  -15.6, i, i, 5.7, i, i, i, i, i, i, i
- COCCOC(=O)C1=C(C)NC(=O)NC1c1cc2c(cc1Br)OCO2 (stereo unspecified)
  -1.4, i, i, -1.1, i, i, i, ·, i, i, i
- Cc1ccc2[nH]c(=O)c(C3C(C#N)=C(N)Oc4c3ccc3cccnc43)cc2c1 (stereo unspecified)
  0.3, i, i, 17.8, i, i, i, i, i, i, i
- O=c1[nH]cnc2c1sc(=S)n2-c1ccccc1
  2.2, i, i, 1.0, i, i, i, i, i, i, i
- CC(OC(=O)CC1Sc2ccccc2NC1=O)C(=O)NC1CCCC1 (stereo unspecified)
  -1.7, i, i, 3.5, i, i, i, i, i, i, i
- CC(=O)c1cccc(NS(=O)(=O)c2cc(OCC(N)=O)c(C)cc2Cl)c1
  -1.8, i, i, -3.6, i, i, i, i, i, i, i
- CCOC(=O)c1c(C)[nH]c(C)c1S(=O)(=O)Nc1ccc(CN2CCCCC2)cc1
  -13.2, i, i, -1.0, i, i, i, i, i, i, i
- COc1ccc(S(=O)(=O)Nc2cccc(C)n2)c2ccccc12
  1.8, i, i, -0.4, i, i, i, i, i, i, i
- CSCCC(NC(=O)c1ccccc1)C(=O)NCCc1ccccc1 (stereo unspecified)
  0.2, i, i, -4.4, i, i, i, i, i, i, i
- O=C(/C=C/c1ccco1)c1ccccc1O
  2.5, i, i, -2.6, i, i, i, i, i, i, i
- Fc1ccc2[nH]c3c(c2c1)CN(C(=S)NCc1ccccc1)CC3
  2.4, i, i, 8.5, i, i, i, i, i, i, -11.7*
- CCCSc1nnc(Cn2c(=O)sc3ccccc32)n1C
  -2.3, i, i, -4.9, i, i, i, i, i, i, i
- Cc1ccc(-c2nc(N)sc2CC(=O)OCC(=O)NCC2CCCO2)cc1 (stereo unspecified)
  -1.1, i, i, 5.0, i, i, i, i, i, i, i
- Oc1oc(-c2ccccc2)nc1C=Nc1ccccc1
  10.8, i, i, -0.7, i, i, i, i, i, i, i
- COc1ccc(-n2c(C)nc(N)c2C(=O)c2ccccc2)cc1
  -3.0, i, i, 3.2, i, i, i, i, i, i, i
- Cc1[nH][nH]c(=O)c1N=Nc1ccccc1C#N
  6.5, i, i, 3.0, i, i, i, ·, i, i, i
- Cc1ccc2nc(N(CCN(C)C)C(=O)c3ccc4ccccc4c3)sc2c1
  8.1, i, i, -4.7, i, i, i, i, i, i, i
- c1ccc(CN2CCN(C3CCCSc4ccccc43)CC2)cc1 (stereo unspecified)
  3.6, i, i, 1.2, i, i, i, i, i, i, i
- CCOC(=O)c1ccc(N2C(=O)C=C(N3CCOCC3)C2=O)cc1
  1.3, i, i, -0.4, i, i, i, i, i, i, i
- CCCOC(=O)Cn1cnc2scc(-c3ccc(OC)cc3)c2c1=O
  -1.6, i, i, 2.2, i, i, i, i, i, i, i
- O=C(CN(CC1CCCO1)C(=O)CNS(=O)(=O)c1ccc(F)cc1)NCc1ccccc1 (stereo unspecified)
  -0.1, i, i, -0.6, i, i, i, i, i, i, i
- COc1ccc(C(=O)N(Cc2sccc2C)C2CCS(=O)(=O)C2)cc1 (stereo unspecified)
  -1.6, i, i, -5.5, i, i, i, i, i, i, i
- CC(=O)Oc1cccc(Nc2ncnc3ccccc23)c1
  5.2, i, i, -3.3, i, i, i, i, i, i, i
- c1ccc(COc2ccccc2CNc2nn[nH]n2)cc1
  -5.2, i, i, -18.1, i, i, i, i, i, i, i
- Cc1ccc(C=Nc2ccccc2C(N)=O)s1
  -9.0, i, i, -1.3, i, i, i, i, i, i, i
- O=C(NCCCN1CCOCC1)c1ccc(Br)cc1
  6.6, i, i, -10.4, i, i, i, i, i, i, i
- COC(=O)c1ccccc1NC(=O)N1CCN(C/C=C/c2ccccc2)CC1
  2.2, i, i, 4.0, i, i, i, i, i, i, i
- CC(=O)C1=C(C)NC(SCC(=O)c2ccc(Cl)cc2)=C(C#N)C1c1ccco1 (stereo unspecified)
  9.1, i, i, 41.5, i, i, i, i, i, i, i
- Cn1ccs/c1=N\C(=O)Nc1cccc(C(F)(F)F)c1
  5.0, i, i, -4.7, i, i, i, i, i, i, i
- c1ccc(N2CCN(c3nc(-c4cccs4)nc4ccccc34)CC2)cc1
  -7.7, i, i, -2.7, i, i, i, i, i, i, i
- CC(=O)C1=C(O)C(=O)N(Cc2cccnc2)C1c1ccccc1 (stereo unspecified)
  4.9, i, i, -3.3, i, i, i, i, i, i, i
- O=C(NCCSc1c[nH]c2ccccc12)c1ccco1
  -2.3, i, i, -1.2, i, i, i, i, i, i, i
- COc1ccc(C(=S)N2CCCCC2)cc1Br
  -1.7, i, i, 5.0, i, i, i, i, i, i, i
- COc1ccccc1CNC(=O)c1oc2ccc(S(=O)(=O)N3CCCC3)cc2c1C
  -2.3, i, i, 6.1, i, i, i, i, i, i, i
- CCOc1cc(C)c(C(C)C)cc1S(=O)(=O)NCc1ccccn1
  -3.5, i, i, 7.9, i, i, i, i, i, i, i
- O=C(NCC(c1ccco1)N1CCc2ccccc2C1)c1ccc(Cl)cc1 (stereo unspecified)
  -3.0, i, i, 3.2, i, i, i, i, i, i, i
- CN(C(=O)COC(=O)c1cc(=O)[nH]c2ccccc12)c1c(N)n(Cc2ccccc2)c(=O)[nH]c1=O
  3.5, i, i, 14.2, i, i, i, i, i, i, i
- CC(C)CC1(C)NC(=O)N(CC(=O)Nc2cccc(S(=O)(=O)N(C)c3ccccc3)c2)C1=O (stereo unspecified)
  -0.4, i, i, 5.0, i, i, i, i, i, i, i
